Bioassay records deposited in PubChem by National Center for Advancing Translational Sciences (NCATS).
AmpC detergent – blocks E. coli AmpC beta-lactamase in detergent assay; P00811; AID 485294; Potency, µM (doses to about 114 µM), inactives show at the highest dose activity change, negative = inhibition, most hits filed as inhibitors; hit rate 0.041% among 370,000; AmpC hydrolysis of nitrocefin, absorbance 480 nm, 0.01% Triton;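 also: potency is read from the fitted curve at half-maximal effect; 0% = no-compound wells and -100% = no-enzyme wells; nearly all actives have a fitted effect of over 25% in size; some results filed as inactive show a strong effect at the top dose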
Target sequence (P00811 whole entry, looked up): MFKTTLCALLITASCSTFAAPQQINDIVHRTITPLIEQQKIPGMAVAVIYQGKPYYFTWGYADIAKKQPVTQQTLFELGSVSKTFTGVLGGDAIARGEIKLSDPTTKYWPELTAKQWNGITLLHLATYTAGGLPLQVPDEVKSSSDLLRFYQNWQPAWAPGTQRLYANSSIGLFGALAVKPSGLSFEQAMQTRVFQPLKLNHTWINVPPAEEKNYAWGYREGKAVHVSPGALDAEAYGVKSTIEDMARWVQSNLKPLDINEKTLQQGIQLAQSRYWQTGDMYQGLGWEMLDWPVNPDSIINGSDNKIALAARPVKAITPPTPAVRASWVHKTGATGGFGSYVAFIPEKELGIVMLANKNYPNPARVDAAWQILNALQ
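20 mM phosphate pH 7.0 + 0.01% (detergent screen) or 0.0001% Triton X-100; 5.3 nM AmpC reagent; cpd preinc 15 min RT; nitrocefin (800 uM stock) to start; A480 q20 s × 4 min; Activity was normalised to no-enzyme and no-compound control wells.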
Sm TGR inh – S. mansoni TGR enzyme inhibition. hit rate 3% among 360,000. AID 485364. Potency, µM (top dose mostly 114 µM), without a hit: at the top dose activity change, negative = inhibition, hits mostly inhibitors. purified TGR, DTNB reduction, TNB absorbance 405 nm. Q962Y6; also: potency is read from the fitted curve at half-maximal effect; nearly all actives have a fitted effect of over 60% in size
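First, TGR (20 nM dispensed) and NADPH were mixed with compound. Second, a 15 min room-temperature incubation followed. Third, further NADPH and then DTNB were added to start the reaction. Finally, TNB absorbance was monitored kinetically.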
LmPK inh – LmPK (Leishmania mexicana) enzyme inhibition; Potency, µM (doses to about 57.5 µM), without a hit: at the highest dose activity change, negative = inhibition, most hits filed as inhibitors; purified LmPK, Kinase-Glo ATP luminescence, 1 h; AID 1721; Q27686; hit rate 0.37% among 290,000; also: potency is read from the fitted curve at half-maximal effect
Target sequence (Q27686 whole entry, looked up): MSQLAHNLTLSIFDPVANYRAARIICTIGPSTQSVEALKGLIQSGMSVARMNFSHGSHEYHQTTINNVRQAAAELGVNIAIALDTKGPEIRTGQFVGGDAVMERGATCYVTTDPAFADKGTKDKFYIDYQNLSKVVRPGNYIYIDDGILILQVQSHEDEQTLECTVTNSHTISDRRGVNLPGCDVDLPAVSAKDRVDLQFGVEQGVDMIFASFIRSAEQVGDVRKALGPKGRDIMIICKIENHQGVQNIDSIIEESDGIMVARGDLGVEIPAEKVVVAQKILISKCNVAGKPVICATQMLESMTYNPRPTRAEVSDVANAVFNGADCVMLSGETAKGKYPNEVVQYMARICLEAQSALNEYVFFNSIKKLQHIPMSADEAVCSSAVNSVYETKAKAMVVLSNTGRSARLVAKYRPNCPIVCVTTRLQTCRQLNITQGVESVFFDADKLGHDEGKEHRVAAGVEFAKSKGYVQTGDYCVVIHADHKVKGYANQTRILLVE
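Pyruvate kinase activity monitored as ATP production (luciferase luminescence). Conditions: 0.1 nM enzyme, 0.5 mM PEP, 0.1 mM ADP, 1 h, RT; normalized against uninhibited and no-enzyme wells.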
AMA1-RON2 inh – inhibitors of Plasmodium falciparum AMA1-RON2 interaction. AlphaScreen AMA1-biotinylated RON2 peptide binding. Potency, µM (top dose mostly 58.2 µM), without a hit: top-dose activity change, negative = inhibition, most hits filed as inhibitors. hit rate 0.2% among 360,000. AID 720542;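 also: potency is read from the fitted curve at half-maximal effect; 0% = vehicle wells and -100% = peptide control; nearly all actives have a fitted effect of over 45% in size; some results filed as inactive show a strong effect at the top dose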
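AMA1 (3D7) with his tag at 25 nM final met compounds first, then biotinylated RON2 peptide at 25 nM; detection used donor plus acceptor beads, 10 µg/mL apiece, read by AlphaScreen after 30 min at room temperature.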
HCMV inh – inhibitors of human cytomegalovirus; activity change, negative = inhibition, % at 57.5 µM; hit rate 4.5% among 410,000; HFF cells, HCMV-luciferase reporter, 72 h; stronger effect = lower value; in the data active = activity change below about -60%; inconclusive = no clear call, values can overlap the other calls; inactive = above about -39%
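Cell-based, HFFs, 1000 cells/well, 16 h 37C; cpds in DMSO + HCMV-luc, MOI 1 PFU/cell; 72 h 37C; OneGlo luminescence after 5 min RT; norm. to buffer vs Salinomycin 10uM.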
AmpC no deterg – inhibitors of E. coli AmpC beta-lactamase without detergent; AmpC nitrocefin hydrolysis, absorbance 480 nm, 0.0001% Triton; hit rate 0.52% among 330,000; Potency, µM (top dose mostly 57.1 µM), without a hit: top-dose activity change, negative = inhibition, usual class: inhibitors;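 also: potency is read from the fitted curve at half-maximal effect; plate controls were no compound for no effect and no enzyme for full effect; nearly all actives have a fitted effect of over 20% in size; some results filed as inactive show a strong effect at the top dose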
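AmpC (5.3 nM in the dispensed reagent) in 20 mM phosphate pH 7.0 with 0.01% (detergent screen) or 0.0001% Triton X-100 was preincubated with compounds for 15 min at room temperature. Nitrocefin was then added from an 800 uM solution, and hydrolysis was followed at 480 nm.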
Tb PYK inh – T. brucei pyruvate kinase inhibition; TbPYK enzyme, Kinase-Glo Plus ATP luminescence, 45 min; Potency, µM (titrated, usually from 76.8 µM), for inactives: top-dose activity, negative = inhibition, usual class: inhibitors; hit rate 0.12% among 410,000; also: potency is read from the fitted curve at half-maximal effect; nearly all actives have a fitted effect of over 50% in size
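TbPYK + substrate in 50 mM TEA pH 7.2, 100 mM KCl, 10 mM MgCl2, 0.05% BSA, 0.01% Tween-20; cpd pinned; ADP 130 uM final; 45 min RT; Kinase-Glo Plus 10 min; luminescence endpoint.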
An asterisk follows results filed as active; ? = inconclusive; . = no result given; & = joins results of further samples; [ ] = remark or other dose. Unless noted, calls follow the shape of the dose curve; as a rule, active = well fitted curve in the direction sought with a large enough effect; inconclusive = small, poorly fitted or top-dose-only effect, or another doubt; inactive = no such curve, though single readings can be large; an effect the other way counts as inactive or inconclusive. Unless noted, % is scaled to controls: 0 for no effect and ±100 for the full control effect.

SMILES	AmpC detergent	Sm TGR inh	LmPK inh	AMA1-RON2 inh	HCMV inh	AmpC no deterg	Tb PYK inh
CCN(CC(=O)NCc1cccs1)C(=O)c1ccc([N+](=O)[O-])o1	?	45µM*	.	-3%	-2	-14%	1%
COc1ccc(CCNC(=O)CSc2ccccn2)cc1OC	4%	3%	1%	-2%	26	-17%	-2%
COc1ccc(OC)c(-n2c(O)c(/C=C3\C=Nc4ccccc43)c(=O)[nH]c2=O)c1	-3%	5%	4%	-23%	19	-13%	-12%
COc1ccc(OCc2cc(C(=O)N3CCCC(OC)C3)no2)c2ccccc12 (centres undefined)	-1%	-12%	2%	?	138	145%[activator]	-1%
CCOc1cc(/C=C2\CCn3c2nc2cc(Cl)ccc2c3=O)ccc1O	-3%	2%	6%	-5%	-7	-6%	1%
Cc1ccc(S(=O)(=O)N2CCC(C(=O)C3C(=O)CCCC3=O)CC2)cc1	5%	1%	11%	17%	-39	-33%	-1%
COc1cc(Cn2c(N)c(C#N)c3nc4ccccc4nc32)cc(OC)c1	1%	4%	1%	-4%	18	-1%	-5%
COc1ccc(NC(C)=O)cc1NC(=O)c1ccc(Cl)cc1	4%	-2%	-1%	-3%	?	-26%	-3%
CCCc1nnc(SCC(=O)N2C(C)CCCC2C)n1CC (centres undefined)	-5%	-13%	-3%	-4%	3	-12%	3%
COc1cc2ccc(C(C)=NOC(C)=O)cc2cc1OC	.	.	.	-2%	30	.	4%
O=C(CCCOc1ccccc1)NN1C(=O)NC2(CCCCC2)C1=O	-16%	5%	.	14%	0	-19%	0%
Nc1ccccc1Sc1ccc(C(F)(F)F)cc1[N+](=O)[O-]	-1%	7%	1%	?	6	-34%	0%
O=C(COC(=O)C12CC3CC(CC(Cl)(C3)C1)C2)Nc1ccc2[nH]c(=O)[nH]c2c1	-2%	-25%	.	-2%	0	-38%	-3%
COc1cc(C2Nc3ccccc3C(=O)N2c2ccccc2OC)ccc1O (centres undefined)	-12%	3%	-2%	-11%	17	-43%	-9%
CCC(CC)c1nn2c(N)c(/C=C3\C(C)=Nc4ccccc43)c(=O)nc2s1	-6%	-27%	10%	48%[activator]	-1	7.9µM*	11%
O=C(Nc1ccccc1C(=O)O)c1cc(S(=O)(=O)N2CCOCC2)c(Br)s1	-11%	10%	0%	-16%	15	-20%	4%
N#CCSc1nc2ccc(N3CCOCC3)cc2c(=O)n1CCc1ccccc1	2%	-19%	2%	50%[activator]	3	0%	5%
CC1(C)Cc2cccc(OCC(O)CNCc3ccccn3)c2O1 (centres undefined)	-3%	1%	-7%	-12%	-25	-1%	-1%
COc1ccc(/C(C)=N/N2C(C)CCCC2C)c(OC)c1 (centres undefined)	-1%	-2%	4%	9%	-16	20%	6%
CC(C)(C)C(=O)NC1(C(F)(F)F)C(=O)Nc2c1c(=O)[nH]c(=O)n2Cc1ccco1 (centres undefined)	-11%	6%	3%	19%	-23	-14%	-4%
COCCN(C(=O)COC(=O)c1ccc(C)s1)c1c(N)n(Cc2ccccc2)c(=O)[nH]c1=O	0%	0%	.	17%	-25	-8%	1%
COCc1cc(C)n(CC(=O)Nc2cccc(C(C)=O)c2)c(=O)c1C#N	-5%	12%	.	.	0	.	1%
O=C(Cn1nnc(-c2ccccc2F)n1)Nc1cccc2ncccc12	7%	5%	1%	0%	15	-3%	-5%
CC(OC(=O)c1ccc(-c2ccc([N+](=O)[O-])cc2)o1)C(=O)NC(N)=O (centres undefined)	?	4.5µM*	-3%	1%	-10	-17%	-7%
Cc1ccc2cccc(OCCCOc3ccccc3F)c2n1	-12%	-24%	9%	5%	8	82%[activator]	2%
Fc1cc(Br)cc(F)c1NC(=S)N1CCOCC1	-10%	-6%	-1%	18%	11	-3%	0%
COc1ccc(CCNc2oc(/C=C/c3ccc(OC)c(OC)c3)nc2C#N)cc1	3%	2%	.	.	5	.	-3%
Nc1ccc(N2CCN(c3cccc(Cl)c3)CC2)cc1	8%	2%	1%	?	-38	-2%	-3%
Cc1ccccc1Cn1nnc2c(=O)[nH]c(C3CCN(C(=O)c4ccccc4Cl)CC3)nc21	1%	3%	.	.	-21	.	-5%
CCOc1ccc2nc(NC(=O)C3CCCN(S(=O)(=O)c4c(C)noc4C)C3)sc2c1 (centres undefined)	-4%	-17%	1%	2%	-21	18%	-3%
CC(=O)c1ccc(N2CCN(S(=O)(=O)c3cc4[nH]c(=O)c(=O)[nH]c4cc3C)CC2)cc1	-10%&1%	-7%&-2%	-7%	4%	32&23	-28%	-2%&-3%
COC(=O)/C=C(\C)NC(=O)c1ccccc1Cl	?	3%	-4%	32%[activator]	87	-4%	1%
O=C(NCCCn1ccnc1)c1ccc(Cl)cc1	0%	1%	2%	0%	8	-11%	-6%
Cc1cc(C)c(NC(=S)NC(CO)(CO)CO)c(C)c1	1%	11%	-10%	15%	15	-12%	-31%
CC(C)(C)n1nnnc1C(c1cccnc1)N1CCN(C(=O)c2ccco2)CC1 (centres undefined)	?	-20%	-3%	-1%	55	-10%	1%
O=C(Nc1ccncc1)c1cc(C2CCCCN2C(=O)CCc2ccccc2)on1 (centres undefined)	.	.	.	16%	-17	.	3%
CN(C)CCCN(CCCNC(=O)/C=N/O)Cc1ccccc1	-5%	-3%	0%	14%	27	-21%	-6%
CC(C)c1ccc(C(=O)CC2(O)C(=O)N(CN3CCOCC3)c3ccccc32)cc1 (centres undefined)	0%	-23%	-2%	-1%	-2	-15%	1%
COCCOC(=O)/C(=C/c1ccc(OC(=O)c2ccccc2)cc1)C(C)=O	-4%	?	0%	2%	.	27%	-21%
CCn1cc(C(=O)NCCc2ccccc2)c(=O)c2cc(S(=O)(=O)N(C)C3CCCCC3)ccc21	0%	0%	.	.	2	.	-7%
COc1cc2c(c(OC)c1OC)C(c1ccc3c(c1)OCO3)CC(=O)O2 (centres undefined)	.	.	.	-1%	-8	-14%	-3%
O=C(O)c1cccc(NC2=C(n3nnc4ccccc43)C(=O)c3ccccc3C2=O)c1	-7%	45µM*	-3%	-6%	-39	-1%	-7%
CCOC(=O)C(C)N1C(=O)S/C(=C/c2cc(C)n(-c3ccccn3)c2C)C1=O (centres undefined)	1%	3%	7%	8%	24	89%[activator]	-21%
O=[N+]([O-])c1cccnc1Oc1ccccc1F	-1%	15%	-1%	-6%	-26	-17%	4%
COc1ccc(CCN2C(=O)CCC2(C)C(=O)NCc2cccnc2)cc1OC (centres undefined)	?	-9%	-9%	0%	5	-14%	0%
COC(=O)c1ccccc1NC(=O)CNC(=O)c1ccc(OC)c(OC)c1	5%	3%	0%	-8%	?	-1%	4%
Cc1ccc(NC(=S)N/N=C2\CC3CC=CC23)c(C)c1 (centres undefined)	-4%	-27%	?	93%[activator]	-29	-40%	-30%
Cc1ccc(-c2nc(SCC(=O)c3c(N)n(C4CC4)c(=O)[nH]c3=O)n[nH]2)cc1	.	.	.	6%	15	11%	-1%
O=C(Cn1cncn1)N/N=C/c1ccncc1	0%	-1%	3%	-6%	11	-6%	-6%
COc1ccc(Nc2ncnc3sc(C)cc23)cc1	?	71%[activator]	-13%	9%	.	-33%	9%
CSc1ccccc1NC(=O)CN(C)C(=O)COc1ncnc2ccccc12	.	.	.	10%	-28	-19%	3%
CC(Sc1nncs1)C(=O)NC1CCCCC1C (centres undefined)	-10%	2%	3%	6%	23	-11%	-1%
NC(=O)c1cccc(-c2ccnc3c2CC(C(=O)NCc2ccco2)O3)c1 (centres undefined)	.	.	.	5%	36	.	1%
Cc1ccc(C2=NOC3(CC(=O)N(c4ccc(C)cc4)C3=O)C2)cc1 (centres undefined)	-1%	2%	8%	26%	16	-17%	-6%
COc1ccc(C(=O)OCc2nnc(-c3ccccc3)o2)cc1S(=O)(=O)N1CCOCC1	-2%	-2%	.	-17%	-33	152%[activator]	4%
O=C(OCC(=O)N1CCCc2ccccc21)c1cc(Br)ccc1O	1%	-9%	.	-18%	11	-5%	-7%
Nc1nc(-c2cccnc2)nn1C(=O)CCc1ccccc1	.	.	.	0%	-6	.	-7%
Cc1ccc(C(=O)Nc2ccc(C(=O)O)cc2)cc1S(=O)(=O)Nc1ccccc1	4%	-2%	.	.	6	.	-8%
COc1ccc(OC)c(C(=O)CSc2nc3cccnc3n2C)c1	?	-22%	2%	4%	17	-15%	-6%
CCC(C)CCN1C(Nc2ccccc2)=NC[C@@H]1C (some centres undefined)	-10%	-14%	-5%	1%	-26	-17%	-13%
More structures:
SMILES	AmpC detergent	Sm TGR inh	LmPK inh	AMA1-RON2 inh	HCMV inh	AmpC no deterg	Tb PYK inh
O=C(CSc1ncn[nH]1)NNC(=O)c1ccccc1	-23%	-25%	.	60%[activator]	?	-13%	1%
Cc1ccc(C(=O)N/C(=C\c2ccccc2)C(=O)NCC2CCCO2)cc1 (centres undefined)	?	0%	0%	60%[activator]	-1	-19%	-17%
CC1(C(=O)NS(=O)(=O)c2cccc(C#N)c2)CCN1C(=O)C1(c2ccc(Cl)cc2)CCC1 (centres undefined)	.	.	.	11%	?	.	0%
C=CC[C@@H](CC(=O)N[C@H](CO)Cc1ccccc1)C(=O)NCCOC(=O)[C@@H](CC=C)CC(=O)OC(C)(C)C	.	.	.	2%	2	208%[activator]	1%
COc1ccc(S(=O)(=O)N2CCN(c3ccc(F)cc3)CC2)cc1OC	-1%	1%	0%	0%	12	-7%	-2%
Cc1nn(S(=O)(=O)c2cccc([N+](=O)[O-])c2)c(C)c1S(=O)(=O)N1CCOCC1	2%	3%	7%	-14%	9	-4%	3%
CCOc1ccc(NC(=O)c2cc(S(=O)(=O)N3CCC(C)CC3)cn2C)cc1	15%	18%	.	.	10	.	-1%

Look-ups from the results shown.
Entry of C=CC[C@@H](CC(=O)N[C@H](CO)Cc1ccccc1)C(=O)NCCOC(=O)[C@@H](CC=C)CC(=O)OC(C)(C)C in HCMV inh: 2
Entry of CC1(C(=O)NS(=O)(=O)c2cccc(C#N)c2)CCN1C(=O)C1(c2ccc(Cl)cc2)CCC1 (centres undefined) in AMA1-RON2 inh: 11%

Random draw from the library; overall some 7.4% were active at least once.
